Rad51 HR inh: human RAD51 strand exchange inhibitors, primary screen, biochemical, fluorescence; hRad51 DNA strand exchange, fluorescence dequenching; 0.085% of 200,000 active; inhibition, % at 10 µM; DNA repair protein RAD51 homolog 1 (Homo sapiens), Q06609; AID 1385, 2008;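 active = inhibition above 40% at the single screening dose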;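 also: 0% = DMSO control wells and 100% = blanks with heterologous ssDNA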
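Assay system: Human Rad51 nucleoprotein filaments preassembled on unlabelled ssDNA | Reagent: Donor/quencher-labelled 47-bp dsDNA substrate | Doses: One concentration, 10 µM final | Times: 37 °C 15-min filament assembly, 30-min compound preincubation, 15-min exchange | Technique: Fluorescein emission 520 nm, excitation 485 nm | Benchmarks: Plate control and blank wells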
Mdm2 ligase inh: MDM2-luciferase reporter signal enhancers, primary screen, MDM2 E3 ligase inhibitor project, cell-based, luminescence, 1536-well | E3 ubiquitin-protein ligase Mdm2 (Homo sapiens), Q00987 | cell-based MDM2 ubiquitination luciferase reporter, 2 h; 0 = plate control, 100 = twice control, blank-subtracted | signal enhancement, % at 5 µM | 0.11% of 210,000 active;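 active = signal enhancement of 30% or more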;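 also: luminescence tracks abundance of the self-degrading MDM2-luciferase fusion protein; higher signal means inhibition of MDM2 E3 ligase activity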
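Material: stable MDM2–luciferase fusion reporter cells / Quantity: 2000 cells/well / Dosing: single 5 µM compound dose, 0.2% final DMSO / Buffer or medium: DMEM / Schedule: 4 h cell settling then 2 h compound exposure, 37 °C / Detection: luminescence with SteadyLite reagent, 15 min at room temperature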
L929 necroptosis: inhibitors of zVAD-triggered necroptosis, primary screen, L929 cells; L929 zVAD necroptosis rescue, ATP luminescence, 24 h; with zVAD 60 µM; viability rescue, % at 10 µM; 0.38% of 220,000 active; AID 1377, 2008;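 active = activation, scaled between plate controls, above about 75%, limit read from the data; inactive = activation under that limit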;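 also: 0% = zVAD with DMSO and 100% = DMSO alone without zVAD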
TNF death inh: inhibitors of TNF-alpha triggered necroptosis, primary screen, cell-based, Jurkat FADD-/-, single concentration; Jurkat FADD-/- TNF necroptosis rescue, ATP luminescence, 24 h; 0 = TNF only, 100 = no-TNF cells; activation (protection from cell death), % at 10 µM; 0.068% of 220,000 active; AID 463075, 2010;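 active = activation, meaning protection from cell death, of at least 50% relative to plate controls; inactive = activation below 50%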;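 also: necroptosis triggered by 40 ng/mL TNF-alpha added together with compound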
Cl transport mod: KCC2 cotransporter modulators, thallium flux, primary screen, cell-based, HEK293 KCC2, FluoZin-2 fluorescence, MLSMR. Solute carrier family 12 member 5 (Homo sapiens), Q9H2X9. 2.2% of 190,000 active. KCC2 cells, thallium flux FluoZin-2 fluorescence. AID 1456, 2008. B-score of Tl+ flux slope (higher = more flux/activation; lower = inhibition) at 10 µM;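 active = thallium flux slope and its plate-corrected score both differing from the plate sample mean at a set confidence after two filtering rounds, in either direction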;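 also: slope of fluorescence scaled to starting intensity during 10 to 20 s after thallium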
PERK inh: block of dimerizer-induced PERK translation repression, primary screen, PERK inhibitor project, CHO PERK-DD cells, SEAP luminescence, HTS; Eukaryotic translation initiation factor 2-alpha kinase 3 (Homo sapiens), Q9NZJ5; CHO PERK-DD fusion, SEAP luminescence translation reporter; inhibition, % at 5.6 µM; 0.17% of 220,000 active;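 active = inhibition above the mean inhibition of all tested compounds plus 3 SD, set separately per screening campaign, cut at about 2.9% in these data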;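 also: PERK kinase domain activated by AP20187 dimerizer at 100 nM; 0% = DMSO with dimerizer and 100% = rapamycin at 8.4 µM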
eIF4E 4G PPI: eIF4E–eIF4G protein interaction inhibitors, primary screen, biochemical, uHTS, TR-FRET, eIF4GI fragment. TR-FRET eIF4E-eIF4GI(517-606) binding, 2 h. inhibition, % at 21.7 µM. 0.37% of 220,000 active. AID 782, 2007;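 active = inhibition above about 30%, limit read from the data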;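 also: 0% = full FRET control wells and 100% = background wells lacking eIF4GI fragment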
Target sequence (P63073 whole entry, looked up, the tested form may be a part): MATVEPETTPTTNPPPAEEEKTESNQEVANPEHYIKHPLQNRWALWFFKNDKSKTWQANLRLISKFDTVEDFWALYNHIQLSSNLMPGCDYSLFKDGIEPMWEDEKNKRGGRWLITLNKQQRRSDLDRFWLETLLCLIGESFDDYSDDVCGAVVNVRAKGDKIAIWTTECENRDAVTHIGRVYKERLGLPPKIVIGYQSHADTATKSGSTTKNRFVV
Target sequence (Q04637 whole entry, looked up, the tested form may be a part): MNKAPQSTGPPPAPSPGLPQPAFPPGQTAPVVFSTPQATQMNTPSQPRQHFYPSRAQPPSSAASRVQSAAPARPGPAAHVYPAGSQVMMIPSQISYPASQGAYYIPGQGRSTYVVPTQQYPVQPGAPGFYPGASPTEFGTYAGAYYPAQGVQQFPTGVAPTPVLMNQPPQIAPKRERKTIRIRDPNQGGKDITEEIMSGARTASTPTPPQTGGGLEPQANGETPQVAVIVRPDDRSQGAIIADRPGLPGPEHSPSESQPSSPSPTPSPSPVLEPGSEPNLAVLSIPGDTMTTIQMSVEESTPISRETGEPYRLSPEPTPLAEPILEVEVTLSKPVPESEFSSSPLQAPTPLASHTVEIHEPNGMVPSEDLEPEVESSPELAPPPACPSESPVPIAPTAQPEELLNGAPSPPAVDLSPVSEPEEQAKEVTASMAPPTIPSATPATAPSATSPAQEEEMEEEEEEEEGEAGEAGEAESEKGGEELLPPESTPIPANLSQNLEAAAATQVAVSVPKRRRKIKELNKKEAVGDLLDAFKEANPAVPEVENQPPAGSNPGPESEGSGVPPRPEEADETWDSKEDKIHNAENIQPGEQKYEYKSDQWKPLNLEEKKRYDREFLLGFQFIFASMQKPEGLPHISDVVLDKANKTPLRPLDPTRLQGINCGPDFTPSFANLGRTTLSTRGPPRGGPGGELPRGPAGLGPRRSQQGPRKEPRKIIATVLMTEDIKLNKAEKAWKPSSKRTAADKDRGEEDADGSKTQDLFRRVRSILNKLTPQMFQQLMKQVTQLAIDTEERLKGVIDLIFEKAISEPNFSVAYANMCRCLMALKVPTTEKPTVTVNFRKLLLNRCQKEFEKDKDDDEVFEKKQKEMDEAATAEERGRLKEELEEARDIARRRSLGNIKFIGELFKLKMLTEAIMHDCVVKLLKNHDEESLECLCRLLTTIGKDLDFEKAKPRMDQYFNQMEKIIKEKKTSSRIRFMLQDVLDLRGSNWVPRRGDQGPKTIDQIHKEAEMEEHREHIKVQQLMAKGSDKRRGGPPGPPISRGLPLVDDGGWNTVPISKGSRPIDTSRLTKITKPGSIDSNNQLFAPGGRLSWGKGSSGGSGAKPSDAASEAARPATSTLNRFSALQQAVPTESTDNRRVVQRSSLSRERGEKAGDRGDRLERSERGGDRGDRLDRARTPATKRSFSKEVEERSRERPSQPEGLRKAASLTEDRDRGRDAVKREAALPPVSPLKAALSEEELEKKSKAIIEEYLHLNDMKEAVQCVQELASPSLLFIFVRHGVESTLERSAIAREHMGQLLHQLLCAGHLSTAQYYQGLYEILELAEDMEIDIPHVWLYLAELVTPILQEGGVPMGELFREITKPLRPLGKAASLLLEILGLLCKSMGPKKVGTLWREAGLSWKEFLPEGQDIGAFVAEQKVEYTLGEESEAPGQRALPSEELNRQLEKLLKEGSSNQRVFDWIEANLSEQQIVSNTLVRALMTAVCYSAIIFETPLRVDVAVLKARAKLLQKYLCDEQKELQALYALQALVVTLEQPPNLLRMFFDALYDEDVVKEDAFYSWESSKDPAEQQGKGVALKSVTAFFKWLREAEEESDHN
EBV gp42 inh: Epstein-Barr virus gp42 inhibitors, primary screen, biochemical, uHTS, fluorescence polarization; Fluorescence polarization binding assay, mP read-out; inhibition, % (tested at 21.74 µM); 0.42% of 220,000 active; AID 1085, 2008; in the data active = inhibition above about 50%
Calpain2 inh: inhibitors of pig calpain II, primary screen, biochemical, fluorogenic peptide substrate, 1536-well; purified calpain II, 30 min; inhibition, % at 16 µM; 0.37% of 220,000 active;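 active = inhibition above about 50%, limit read from the data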
Starred values were filed as active, the others as inactive; / = not tested or not shown; [ ] = remark or other dose.

SMILES	Rad51 HR inh	Mdm2 ligase inh	L929 necroptosis	TNF death inh	Cl transport mod	PERK inh	eIF4E 4G PPI	EBV gp42 inh	Calpain2 inh
C=CCNC(=O)c1c(-c2c(F)cccc2Cl)noc1C	-3	-8	-0.9	0.2	/	0.5	-1	-17	6
Cc1cc2ccccn2c1C(=O)c1cccc([N+](=O)[O-])c1	11	-1	-0.4	-2.1	-0.51	-0.6	-3	3	13
CC(C)(O)P(C)(=O)c1ccccc1 (stereo unspecified)	-9	-3	-0.2	-1.2	-0.47	1.9	2	-55	16
O=c1cnnc(N/N=C/c2ccc3c(c2)OCO3)[nH]1	0	-4	-0.2	-0.6	0.71	0.4	-2	-8	-6
CCCCCC1CC(=O)N(Cc2ccccc2)C(=O)N1 (stereo unspecified)	12	-16	-0.1	-1.5	0.61	-1.2	6	-10	19
Cc1cccc(C(=O)N[C@H](C(=O)OCc2cc(=O)n3c(n2)sc2ccccc23)C(C)C)c1	0	-3	-0.1	3.6	-1.1	0.0	15[fluorescence artefact?]	-1	-33
CC(C)OC(=O)CSc1nnc(-c2cccnc2)n1N	6	-5	0.0	-0.1	-0.13	-0.9	-12[fluorescence artefact?]	-14	-13
Cc1nc2ccc(NC(=O)/C=C/C(=O)O)cc2nc1C	-5	-20	-0.7	-0.4	-0.83	-0.2	4	-16	-299
Cc1ccc(S(=O)(=O)NC2=C(N3CCN(c4ccccc4F)CC3)C(=O)c3ccccc3C2=O)cc1	4	-7	0.8	-9.6	/	-0.5	-8	14	-12
CCOC(=O)CCNCc1ccc(F)cc1	-7	6	-0.2	-0.1	/	0.4	2	-9	10
O=C(O)c1ccnc(Cl)c1	-14	9	-0.5	0.6	-0.69	0.4	-12	2	21
Cc1c(NC(=O)CSc2nc(-c3ccco3)cc(C(F)(F)F)n2)c(=O)n(-c2ccccc2)n1C	3	-13	-0.4	-1.1	-0.082	0.6	-15	-8	12
Cc1nc2ccc(NC(=O)Cc3ccsc3)cc2s1	14	-17	0.4	1.1	-0.76	-0.6	3	-9	-33
CCN(CC)CCCNC1=C(Cl)C(=O)c2ccccc2C1=O	/	-30	-4.1	-3.6	-1.9	0.2	4	-5	51*
Cc1c(NC(C)c2cc(Cl)ccc2O)c(=O)n(-c2ccccc2)n1C (stereo unspecified)	0	-12	-0.4	-2.8	0.09	0.3	1	-10	-4
COC(=O)c1sccc1NC(=O)Nc1ccc(Cl)c(Cl)c1	-12	-26	-0.1	-0.9	0.028	0.8	-7	-10	-30
CCN(CC)c1ccc(NC(=O)COC(=O)CCC(=O)c2ccc(F)cc2)cc1	-3	-32	0.2	1.2	-0.22	0.7	3	-18	1
COc1ccc(CC(=O)Nc2ccc(C(=O)O)cc2NC(=O)Cc2ccc(OC)cc2)cc1	-5	-13	0.6	0.9	-0.51	1.6	1	-33	5
Cc1nc2c(C(=O)NCCc3ccccc3Cl)c[nH]n2c(=O)c1Cl	/	-8	/	1.4	-0.81	0.3	7	-1	-3
O=C(OCC(=O)N1CCCc2ccccc21)c1ccc(Br)o1	8	-6	-0.5	-9.3	/	0.8	-5	-6	-29
Cc1ccc(S(=O)(=O)Nc2cc(C)c(O)cc2C)cc1	2	-37	0.9	0.0	-0.073	-0.1	1	-6	16
Cn1nc(C(F)(F)F)c(-c2cccc(C(F)(F)F)c2)c1NC(=O)c1ccco1	/	-8	0.1	0.4	-1	-0.1	0	-13	-19
COc1ccc2c(c1)OC1(C)CC2C(C(=O)c2ccccc2OC)C(=O)N1 (stereo unspecified)	/	/	/	0.9	-2.3	-0.7	3	0	-1
CCOC(=O)C(=O)/C(C#N)=C/Nc1ccc(F)cc1	/	/	0.2	-1.2	/	0.3	3	-27	-13
CCOCCOC(=O)c1ccc(-n2cncn2)nc1	8	2	0.6	0.9	-0.8	1.4	-6[fluorescence artefact?]	-16	11
O=C(Nc1ccccc1F)c1ccccc1-c1ccc(C(F)(F)F)cc1	9	7	1.1	1.6	0.31	2.1	16	1	-13
CCCCCc1ccc(-c2ccc(/C=C/C(N)=O)cc2)nc1	5	-10	0.9	2.9	0.75	0.4	3	-18	-52
COC(C[C@H]1O[C@H]1[C@@H](O)[C@@H](C)OCc1ccccc1)OC	-1	15	-1.2	-0.2	-0.016	/	-2	-9	-13
Cc1nc(NS(=O)(=O)c2ccccc2)sc1C(=O)NN	-5	-2	9.4	0.1	0.23	0.6	3	-16	0
Fc1cccc(Nc2ncnc3sc4c(c23)CCC4)c1	14	-6	0.4	-3.3	-0.75	0.2	2	11	26
O=C(O)c1ccc(Cn2c(SCc3cc(=O)n4cc(Br)ccc4n3)nc3ccsc3c2=O)cc1	-3	-3	1.0	-4.0	-1.6	1.1	-3	7	-33
Cc1cc(NS(=O)(=O)c2ccc(NC(=O)NC3CCCCC3)cc2)no1	6	4	-0.1	-0.6	1	-0.5	1	-16	6
CCn1nnc(NC(=O)c2c(OC)cccc2OC)n1	7	-7	0.9	-0.1	0.27	1.0	4	6	2
O=C1CSC(c2cn(-c3ccccc3)nc2-c2cc3ccccc3oc2=O)N1Cc1cccnc1 (stereo unspecified)	-2	-7	0.9	-1.4	-0.66	-1.1	0[fluorescence artefact?]	5	-109
COc1ccc(N=C2NC(=O)/C(=C\C=C\c3ccco3)S2)cc1	0	3	6.3	-1.5	-0.49	0.6	11	16	-44
NC(=O)c1ccc(N2CCN(c3ccc(O)cc3)CC2)c([N+](=O)[O-])c1	22	-21	-1.1	-6.3	1	0.9	5	19	-21
COc1cc(CN2CCC(C(=O)NC3CCCC3)CC2)cc(Br)c1O	-4	-6	-0.1	0.4	0.36	0.0	4[fluorescence artefact?]	-6	-19
Cc1ccccc1C(=O)NNC(=S)Nc1cccc(C(F)(F)F)c1	3	5	0.8	1.6	-0.012	-1.5	5	-4	3
CC(=O)CC(=O)Nc1ccc(Cl)cn1	3	-8	0.6	2.0	/	0.9	1	-19	7
CCn1cc(CNC(=O)/C=C/c2cnn(C)c2)c(C)n1	17	-10	0.2	0.8	/	0.3	1	-7	15
COc1ccc(N(CC(=O)NN=C2CCCC2)S(=O)(=O)c2ccccc2)cc1	-13	-10	0.3	-2.0	-0.67	0.0	-5	-6	-25
NC(=O)CSc1nnc(Cc2ccc3c(c2)OCO3)n1C1CCCCC1	-5	-7	0.0	-0.4	0.39	-0.2	2	-4	-1
CN(CC(=O)Nc1ccc(F)c(F)c1)S(=O)(=O)c1cccc2nsnc12	2	-22	2.0	-0.6	/	0.2	12	0	-5
CCCCC1=CC2=C(c3ccco3)C(=O)C(C)(OC(=O)c3ccc(OC)cc3)C(=O)C2=CN1Cc1ccco1 (stereo unspecified)	1	0	-0.5	-3.4	0.72	/	25	24	-48
O=S(=O)(c1ccc(NCc2ccc(F)cc2)nc1)N1CCCC1	-6	-9	1.0	0.3	-0.49	0.5	0	2	17
O=C(Nc1ccc(N2CCOCC2)c(Cl)c1)c1cc2ccccc2o1	-16	/	/	-9.0	-0.49	-0.3	-2	-6	-3
O=C(Nc1cccnc1)C(Cc1ccccc1)n1cccc1 (stereo unspecified)	-8	-2	1.7	-0.1	2	-0.2	-1	-16	-35
O=C(Nc1ccc(Cl)c(Cl)c1)c1ccncc1	1	-24	-0.5	-1.2	/	-0.7	3[fluorescence artefact?]	-12	-14
COc1ccc(S(=O)(=O)Nc2nnc(C)s2)cc1	3	/	0.4	-0.2	-0.014	0.1	6	-21	-8
COC(=O)COc1ccc(NC(=O)C2CCCO2)cc1 (stereo unspecified)	8	-9	-0.2	-1.3	0.62	2.5	2	-12	1
More compounds
SMILES	Rad51 HR inh	Mdm2 ligase inh	L929 necroptosis	TNF death inh	Cl transport mod	PERK inh	eIF4E 4G PPI	EBV gp42 inh	Calpain2 inh
COc1ccc(Cl)cc1NC(=O)c1nc2nc(C)cc(C(F)F)n2n1	2	-10	4.9	-0.6	/	0.6	-2[fluorescence artefact?]	-9	-48
CCCCCCCCCCC(=O)NNC(=O)c1c(O)c2ccccc2n(CC)c1=O	2	2	0.5	-0.6	5.2*	1.0	0	-3	-97
CCCc1nc(-c2cc3ccccc3[nH]c2=O)no1	-25	5	0.2	-0.3	-0.014	-0.5	-1	-37	-18
CC(C)(NC(=O)N1CCCC1)c1cccc(C(C)(C)NC(=O)N2CCCC2)c1	0	-4	0.2	-1.1	0.59	-1.0	-10[fluorescence artefact?]	-22	-6
FCCCOc1ccc(-c2nccc(-c3ccc(Cl)cc3)n2)cc1	3	2	0.3	-4.9	/	0.7	1	-9	-2
CC1(C)C(=O)NCCN1C(=O)CCC(=O)O	2	4	-0.8	-1.1	1.7	0.3	-4	1	22
COC(=O)[C@@H]1CC[C@H](C)[C@@H](c2ccc(C)cc2)N1C(=O)c1ccc(/C=N/OCC[C@@H]2C=C[C@H](OC(C)=O)[C@@H](COC(C)=O)O2)cc1	/	/	-0.5	-2.9	-0.43	-0.5	4[fluorescence artefact?]	-14	-9
COc1cc(OC)cc(C(=O)Oc2c(CN3CCOCC3)cc(Cl)c3cccnc23)c1	18	-4	2.0	-25	-1.4	1.1	5	-2	4
Cc1ncsc1C(=O)NCc1ccc(N2CCCC2=O)cc1	-6	-23	0.0	-1.5	0.8	0.1	2	-17	-43
Nc1nonc1-n1nnc(C(=O)O)c1-c1cccs1	1	-18	0.7	-0.9	-0.35	0.1	11[fluorescence artefact?]	-4	-14
COc1ccc(S(=O)(=O)N(C)c2ccc(C(=O)N3CCOCC3)cc2)cc1	/	-12	0.2	-0.1	0.31	0.3	-6[fluorescence artefact?]	-6	-36
COc1ccccc1/C=C1/SC(=O)N(CCC(=O)Nc2ccc(S(=O)(=O)Nc3nccs3)cc2)C1=O	5	1	1.1	2.3	-2	0.6	8[fluorescence artefact?]	-3	-25
O=C(NCCNc1nccc(C(F)(F)F)n1)c1cccs1	9	-16	0.3	1.2	0.58	0.9	-4	-3	-5
Cc1ccc(NNC(=O)c2c(F)cccc2Cl)cc1C	20	11	1.7	2.3	0.32	0.9	-2	-4	12

Screens from PubChem.
